Assay outcomes as filed in PubChem BioAssay.
Tau FP inhib = tau fibrillization inhibition (FP) | P10636 | K18 P301L tau heparin fibrillization, Alexa594 FP, 6 h | Potency, µM (top dose mostly 57.7 µM), for the others: top-dose activity, negative = inhibition, actives largely listed as inhibitors | 0.39% of 280,000 active; further: on the % scale 0 is the no-effect control and ±100 the full control effect; nearly all actives have a fitted effect of over 55% in size
Target sequence (P10636 561-689 P618L limits assumed): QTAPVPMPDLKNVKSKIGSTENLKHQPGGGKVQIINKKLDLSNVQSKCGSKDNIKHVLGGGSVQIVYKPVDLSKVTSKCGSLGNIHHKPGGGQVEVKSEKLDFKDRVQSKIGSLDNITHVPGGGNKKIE
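Compound effects on tau fibrillization are measured by Alexa 594 fluorescence polarization (ex 555, em 632 nm). K18 P301L tau is used at 15 uM with 0.24 uM labeled tracer, and 20 uM heparin induces aggregation over 6 hr at 37 C.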
Tau fluor cs = counter-screen for tau fibril formation inhibitors | 0.93% of 280,000 active | AID 1463 | Potency, µM (titrated, usually from 57.7 µM), without a hit: top-dose activity change, negative = decrease | tau K18 P301L Alexa594 fluorescence, heparin fibrillization; further: on the % scale 0 is the no-effect control and ±100 the full control effect; nearly all actives have a fitted effect of over 55% in size
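Human K18 P301L tau (15 uM unlabeled plus 0.24 uM Alexa 594-labeled, final) in 100 mM sodium acetate pH 7 was mixed with compound and 20 uM heparin and incubated 6 hr at 37 C.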
HTT ATP protect = cytoprotection in Huntington HTT-Q103 PC12 cell model. PC12 HTT-Q103 induced, cytoprotection, ATP luminescence, 40 h. Potency, µM (doses to about 56.4 µM), for the others: cytoprotection (ATP increase), most hits filed as activators. 0.14% of 230,000 active. AID 1471;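 further: % of control where 0% means no effect; nearly all actives have a fitted effect of over 45% in size; toxic huntingtin expression switched on by the ecdysone agonist tebufenozide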
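Huntington model: PC12 line, ecdysone-inducible HTTQ103 exon1–GFP, tebufenozide 100 nM. Test articles in a dose series. Endpoint luminescence from cellular ATP.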
SMN2 splice enh = SMN2 splice variant enhancement; HEK293 SMN2-luciferase splicing reporter, luminescence, 30-36 h; Potency, µM (top dose mostly 46.1 µM), for the others: top-dose activity change, positive = activation, hits mostly activators; 2.8% of 210,000 active; AID 1458; further: % of control where 0% means no effect; nearly all actives have a fitted effect of over 55% in size
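HEK293 cells carry an SMN2 minigene-luciferase reporter in which exon 7 inclusion puts luciferase in frame. Cells were seeded at 2000 cells/well, attached for 10-12 hours, then exposed to compounds for 30-36 hours at 37C before ONE-Glo luminescence.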
KDM4E inh = blocks human JMJD2E demethylase activity. Potency, µM (highest dose often 57.1 µM), for inactives: at the top dose activity change, negative = inhibition, most hits filed as inhibitors. 1.6% of 230,000 active. JMJD2E catalytic domain, FDH-coupled NADH fluorescence (FDH is formaldehyde dehydrogenase). AID 2147; active means well fitted inhibition curve with a large enough effect, not every such curve was filed as active; inconclusive means small, poorly fitted or top-dose-only effect, or another doubt; inactive means no such curve, though single readings can be large or run the other way;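 further: 0% = wells with enzyme and -100% = buffer wells without enzyme; nearly all actives have a fitted effect of over 50% in size; many of its hits are not listed in these tables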
Target sequence (B2RXH2 1-337 limits assumed): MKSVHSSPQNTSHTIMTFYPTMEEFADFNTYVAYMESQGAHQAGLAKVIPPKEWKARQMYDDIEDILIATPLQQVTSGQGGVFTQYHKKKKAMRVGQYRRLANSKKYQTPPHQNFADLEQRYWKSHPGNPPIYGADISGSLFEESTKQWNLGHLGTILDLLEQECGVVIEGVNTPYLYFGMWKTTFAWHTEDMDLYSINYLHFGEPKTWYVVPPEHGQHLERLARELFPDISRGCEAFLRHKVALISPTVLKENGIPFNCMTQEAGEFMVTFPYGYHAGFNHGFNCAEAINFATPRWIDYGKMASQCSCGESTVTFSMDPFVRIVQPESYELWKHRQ
HttQ103 aggreg = inhibitors of mutant huntingtin aggregate formation in PC12 cells | PC12 HttQ103-GFP aggregates, Acumen cytometry, 40 h | 1.1% of 220,000 active | Potency, µM (doses to about 46.1 µM), for the others: at the top dose activity change, negative = inhibition, actives largely listed as inhibitors | AID 1688; further: on the % scale 0 is the no-effect control and ±100 the full control effect; nearly all actives have a fitted effect of over 60% in size
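Multiplexed with ATP-based cell death, this channel scores GFP aggregates in PC12 cells expressing inducible HTTex1-Q103-GFP. Induction used 100 nM tebufenozide; compounds were tested in concentration series.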
ALDH1A1 inh = blocks purified human ALDH1A1 activity | 7.3% of 220,000 active | Potency, µM (top dose mostly 75.3 µM), for inactives: top-dose activity, negative = inhibition, usual class: inhibitors | Purified ALDH1A1, NADH fluorescence, propionaldehyde substrate | AID 1030 | P00352; active means well fitted inhibition curve with a large enough effect, not every such curve was filed as active; inconclusive means small, poorly fitted or top-dose-only effect, or another doubt; inactive means no such curve, though single readings can be large or run the other way;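 further: plate controls were no enzyme wells and a reference inhibitor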
Target sequence (P00352 whole entry, looked up): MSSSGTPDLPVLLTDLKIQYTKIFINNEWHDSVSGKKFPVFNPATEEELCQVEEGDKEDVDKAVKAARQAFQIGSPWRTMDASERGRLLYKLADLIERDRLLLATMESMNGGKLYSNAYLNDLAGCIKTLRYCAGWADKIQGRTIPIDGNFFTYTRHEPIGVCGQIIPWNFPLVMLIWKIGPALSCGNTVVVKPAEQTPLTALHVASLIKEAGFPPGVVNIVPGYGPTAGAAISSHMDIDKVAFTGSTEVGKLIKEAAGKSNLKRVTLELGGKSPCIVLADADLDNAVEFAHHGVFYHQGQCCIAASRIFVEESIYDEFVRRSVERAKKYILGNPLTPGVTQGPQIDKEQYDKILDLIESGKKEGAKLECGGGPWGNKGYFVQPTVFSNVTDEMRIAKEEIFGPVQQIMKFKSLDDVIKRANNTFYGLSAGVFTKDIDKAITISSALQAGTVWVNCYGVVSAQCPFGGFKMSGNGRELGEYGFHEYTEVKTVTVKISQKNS
Tau fibril ThT = blocks human tau fibril formation measured by thioflavin T; recombinant tau K18 P301L (four-repeat tau fragment), heparin-induced fibrillization, ThT fluorescence; Potency, µM (top dose mostly 57.4 µM), without a hit: at the top dose activity, negative = inhibition, hits mostly inhibitors; 2.1% of 270,000 active; P10636; AID 1460; further: on the % scale 0 is the no-effect control and ±100 the full control effect; nearly all actives have a fitted effect of over 55% in size
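Aggregation was driven by heparin (20 uM final) acting on recombinant tau […] bearing P301L in 100 mM sodium acetate pH 7; fibrils were detected with Thioflavin T.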
The depositor's hits bear a star; ? = inconclusive; · = not tested or not shown; & = joins results of further samples; ! = a repeat was not active; [ ] = dose if it differs, or a comment. Unless noted, the call rests on the fitted dose curve; in most records, active means well fitted curve in the direction sought with a large enough effect; inconclusive means small, poorly fitted or top-dose-only effect, or another doubt; inactive means no such curve, though single readings can be large; an effect the other way counts as inactive or inconclusive. Potency means the concentration at half of the fitted maximal effect. Not all compounds are listed; the hit share may differ from the screen's.

Under each structure – Tau FP inhib, Tau fluor cs, HTT ATP protect, SMN2 splice enh, KDM4E inh, HttQ103 aggreg, ALDH1A1 inh, Tau fibril ThT
1	CCOc1ccc(NC(=S)/C(=C(\[O-])c2ccc(C)c([N+](=O)[O-])c2)[n+]2ccccc2)cc1
    10%, -25%, 15%, -27%, -7%, ?, 11µM*, 25µM*
2	COC(=O)c1ccc(COC(=O)CCc2nc(-c3ccccc3)c(-c3ccccc3)o2)cc1
    3%, -19%, 10%, -6%, ?, 2%, -10%, -10%
3	O=C1NC(=O)/C(=C/c2ccc(N3CCOCC3)o2)N1
    -14%, -18%, -8%[10 µM], ·, -17%, 18%[9.22 µM], ·, ?
4	COc1cc(OC)cc(C(=O)NNC(=O)c2ccccc2Br)c1
    7%, 11%, 18%[10 µM], -8%, -1%, -9%, -4%, 8%
5	CCOC(=O)c1sc(N)c(C#N)c1CSc1nnc(C2CCCCC2)n1N
    1%, -6%, -33%, -10%, -6%, -8%, ?, -15%
6	O=C(C(Sc1ccccc1)c1ccccc1)N1CCN(c2ccccc2F)CC1 (stereo unspecified)
    -12%, -25%, -58%[inhibitor], -51%[inhibitor], -3%, 10µM*, ?, -28%
7	O=C(CSc1nnc(COc2ccccc2Cl)o1)NC(=O)NC1CCCC1
    5%, -17%, -19%[10 µM], -21%, -5%, 8%, ?, -15%
8	C/C(=C\C(=O)Nc1nccs1)c1ccccc1
    8%, -10%, -30%, ?, -2%, -9%, -5%, -20%
9	Cc1nc2ccccc2n1CC(=O)NCCN1CCOCC1
    10%, 2%, 9%[10 µM], -4%, -5%, -5%, 10%, -4%
10	Cc1ccc(NC(=O)c2oc3ccccc3c2NC(=O)C23CC4CC(CC(C4)C2)C3)cc1
    ?, -21%, ·, -7%, ·, ·, ·, 1%
11	COC/C=C/C1=CC2=CC(=O)C(C)(OC(=O)c3cnc4ccccc4n3)C(=O)C2=CN1Cc1ccco1 (stereo unspecified)
    -4%[11.6 µM], -7%[11.6 µM], -16%[10 µM], -4%[9.22 µM], ?, ·, -6%[13.5 µM], -8%[11.5 µM]
12	O=C1/C(=C/c2ccco2)CCc2ccccc21
    3%, -14%, ?, ?, -4%, 14%, 28µM*, ?
13	CN(C)C(=O)c1ccc(NC(=O)Cn2nc(-c3ccccc3)c3ccccc3c2=O)cc1
    -4%, -14%, ·, 2%, ·, ·, ·, -8%
14	C=CCc1cccc2cc(C(=O)NC(C)(C)C)c(=O)oc12
    10%, 4%, 5%[1.9 µM], -12%, 4%, 29%, 3%, 8%
15	COc1cc2c(-c3ccc(O)cc3)nc3c(c(C)nn3-c3ccccc3)c2cc1OC
    2%, ?, ?, -46%[inhibitor], ?, -21%, ?, -10%
16	Cc1ccccc1OCc1nc2c3cnn(-c4cccc(F)c4)c3ncn2n1
    -11%, -2%, ·, 12%, ·, ·, ·, ?
17	COC(=O)CCCC1=CC2=CC(=O)C(C)(OC(=O)CCc3ccccc3)C(=O)C2=CO1 (stereo unspecified)
    ?, ?, 2%, 0%&1%, ?, 24%[9.22 µM], 6%, 25µM*!
18	COc1ccc(-c2c3c(=O)n(C)c(=O)n(C)c3cn2-c2cccc(N)c2)cc1
    -13%, -22%, ·, 11%, ·, ·, ·, -13%
19	CCCCc1cc(=O)oc2cc(O)cc(O)c12
    1%, -27%, ?, ·, ?, -18%, ?, -13%
20	Cc1ccc(C(=O)Nc2sc(Cc3ccc4c(c3)OCO4)c(C)c2C(N)=O)cc1
    -8%, -15%, ·, -15%, ?, -18%, ?, 0%
21	CCCc1cc(=O)[nH]c(SCCOC(=O)c2ccccc2)n1
    2%, -2%, 3%, -17%, -4%, -12%, ?, -2%
22	Cc1cc(NC(=O)C2C3C(=O)N(Cc4ccc(Cl)cc4)C(C(=O)NC4CCCCC4)C34C=CC2(C)O4)no1 (stereo unspecified)
    -4%, -3%, 0%, -3%, -6%, 19%, -13%, -2%
23	CN(C)[C@@H](CO)c1nnc([C@H](CC(=O)O)NC(=O)C2CCNCC2)o1
    6%, 1%, 8%[10 µM], ·, -7%, 9%[9.22 µM], -3%, 0%
24	CC1CCCC(C)N1C(=O)CSc1nnnn1-c1cccc2c1CCCC2 (stereo unspecified)
    3%, -5%, -57%[inhibitor], ?, -6%, ?, 28µM*, -21%
25	COc1ccc(Nc2oc(-c3ccc(OC)cc3)nc2C#N)cc1
    3%, -39%, -13%[10 µM], ·, ?, -1%[9.22 µM], ·, ·
26	COc1cccc(Cl)c1NC(=O)N1CCc2c([nH]c3ccccc23)C1C(F)(F)F (stereo unspecified)
    -15%, ?, 12%[10 µM], ·, -11%, 15%[9.22 µM], 16%, -12%
27	CC(=O)NCCc1ccc(S(=O)(=O)N2CCCC2)cc1
    8%, 5%, 1%, 15%, 5%, -17%, -3%, -2%
28	CN1CCN(C(=S)NC(CC(=O)c2ccccc2)c2ccccc2)CC1 (stereo unspecified)
    -1%, -11%, 6%[10 µM], ·, 2%, 4%[9.22 µM], -13%, -6%
29	CCN(CC)S(=O)(=O)c1ccc(/C=C/C(=O)Nc2ccc(Br)cc2F)cc1
    ?, ?, 19%[10 µM], -8%[1.84 µM], 19%, -7%, ?, 3%
30	O=C(Nc1nnc(SCC(=O)N2CCCc3ccccc32)s1)c1cccc2ccccc12
    2%, 12%, -43%[10 µM], -9%, 2%, 0%, 2%, 17%
31	Cc1cc(C)c2c(=O)cc(C(=O)Nc3ccc(S(=O)(=O)Nc4nc(C)cc(C)n4)cc3)oc2c1
    -11%, ?, ·, 30%, ·, ·, ·, -11%
32	O=C(O)C1CCCN1S(=O)(=O)c1cccc2nsnc12 (stereo unspecified)
    -8%, -10%, -4%[10 µM], ·, 9%, -8%[9.22 µM], 4%, -7%
33	Cc1ccc(S(=O)(=O)c2cn(Cc3ccc(F)cc3)c3cc4c(cc3c2=O)OCO4)cc1
    9%, -9%, -7%[10 µM], -14%, ?, 7%, ?, -4%
34	Cc1cc(F)ccc1-n1nnc(C(N)=O)c1C
    -3%, -8%, ·, 3%, ·, ·, ·, -12%
35	CCOc1ccc(CCNC(=O)c2cc3c(=O)oc4ccc(C)cc4c3s2)cc1OCC
    -3%, -5%, ·, -9%, ·, ·, ·, -2%
36	O=C(COC(=O)c1cccnc1Cl)c1cccc(Cl)c1
    -5%, -20%, 16%, -4%, 3%, -7%, 3%, -18%
37	CCCCCC(=O)N1CCCCC1
    2%, 15%, 0%[10 µM], ·, -15%, 7%[9.22 µM], 3%, 8%
38	CN(C(=O)CC1C(=O)NCCN1C/C=C/c1ccccc1)C1CCOCC1 (stereo unspecified)
    2%, 0%, 23%[10 µM], ·, -13%, 10%[9.22 µM], 2%, -5%
39	c1ccc(CCn2nnnc2C(c2cccnc2)N2CCN(c3nc4ccccc4s3)CC2)cc1 (stereo unspecified)
    2%, -15%, 26%[10 µM], -17%, -1%, -29%, ?, -12%
40	Cc1cc2c(ccc3c2no[n+]3[O-])nn1
    0%, -5%, 5%[0.074 µM], 23%, -4%, 22%, 6%, 0%
41	Cc1c(Cc2ccccc2)c(=O)oc2c(C)c(OCc3nn[nH]n3)ccc12
    0%, 1%, -7%[0.074 µM], 8%, ?, 4%, ?, -8%
42	Cc1cc(NS(=O)(=O)c2ccc(Cl)cc2)nn1CC(=O)NCc1ccco1
    0%, 17%, -3%, -9%, 3%, -32%, -12%, 13%
43	COc1ccc(N2CCN(c3oc(/C=C/c4cc(OC)c(OC)c(OC)c4)nc3C#N)CC2)cc1
    ?, ?, ·, -10%, ·, ·, ·, -15%
44	Cn1nc(C(F)(F)F)c(C(=O)Nc2ccc(F)cc2F)c1Oc1cccc(Cl)c1
    -4%, -24%, 23%, -14%, 8%, -14%, -3%, -9%
45	Cc1ccc(OCCOCCN2CCCCC2)c([N+](=O)[O-])c1
    4%, -5%, -3%[10 µM], -1%, 10%, 8%[9.22 µM], ?, -13%
46	O=C(Nc1ccc(Cl)c(Cl)c1)N1CCSC1c1ccco1 (stereo unspecified)
    ?, ?, -42%[inhibitor], -40%[inhibitor], 3%, ?, 5µM*, -14%
47	Cc1ccc2cc(C#N)c(N3CCCN(S(=O)(=O)c4ccccc4)CC3)nc2c1
    -4%, ?, 19%[10 µM], -23%, ?, -2%, ?, ?
48	O=C1Cc2ccccc2C(c2ccccc2)N1 (stereo unspecified)
    -7%, -5%, 2%, 13%, -7%, -19%, 2%, -3%
49	CCOc1ccc(NC(=O)Cn2c(=O)n(CC3CCCO3)c(=O)c3ccccc32)cc1 (stereo unspecified)
    -9%&-8%, -13%&-22%, -34%[inhibitor], -27%&16%, -2%, 2%, -4%, -2%&-13%
50	COc1ccccc1CN1CC(C(=O)NCC2CCCO2)CC1=O (stereo unspecified)
    1%, 0%, -2%, -19%, 0%, 0%, 3%, 3%

Profiles from above. Order of screens: Tau FP inhib, Tau fluor cs, HTT ATP protect, SMN2 splice enh, KDM4E inh, HttQ103 aggreg, ALDH1A1 inh, Tau fibril ThT
Profile of `Cc1c(Cc2ccccc2)c(=O)oc2c(C)c(OCc3nn[nH]n3)ccc12` = 0%, 1%, -7%[0.074 µM], 8%, ?, 4%, ?, -8%
Profile of `Cc1ccc(OCCOCCN2CCCCC2)c([N+](=O)[O-])c1` = 4%, -5%, -3%[10 µM], -1%, 10%, 8%[9.22 µM], ?, -13%
Profile of `COc1ccc(N2CCN(c3oc(/C=C/c4cc(OC)c(OC)c(OC)c4)nc3C#N)CC2)cc1` = ?, ?, ·, -10%, ·, ·, ·, -15%
Profile of `O=C(Nc1ccc(Cl)c(Cl)c1)N1CCSC1c1ccco1` (stereo unspecified) = ?, ?, -42%[inhibitor], -40%[inhibitor], 3%, ?, 5µM*, -14%
Profile of `COc1ccccc1CN1CC(C(=O)NCC2CCCO2)CC1=O` (stereo unspecified) = 1%, 0%, -2%, -19%, 0%, 0%, 3%, 3%
